ROC1-CUL1 inh – blocks human RBX1-Cullin-1 di-ubiquitin formation | P62877+Q13616 | in vitro K48 di-Ub FRET, acceptor:donor ratio, 45 min | inhibition, % at 10 µM | 0.6% of 140,000 active | AID 1347404; in the data active = inhibition above about 25%
Target sequence (P62877 whole entry, looked up): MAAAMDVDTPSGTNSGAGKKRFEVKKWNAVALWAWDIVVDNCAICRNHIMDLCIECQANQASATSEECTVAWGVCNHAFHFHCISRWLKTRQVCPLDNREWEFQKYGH
Target sequence (Q13616 whole entry, looked up): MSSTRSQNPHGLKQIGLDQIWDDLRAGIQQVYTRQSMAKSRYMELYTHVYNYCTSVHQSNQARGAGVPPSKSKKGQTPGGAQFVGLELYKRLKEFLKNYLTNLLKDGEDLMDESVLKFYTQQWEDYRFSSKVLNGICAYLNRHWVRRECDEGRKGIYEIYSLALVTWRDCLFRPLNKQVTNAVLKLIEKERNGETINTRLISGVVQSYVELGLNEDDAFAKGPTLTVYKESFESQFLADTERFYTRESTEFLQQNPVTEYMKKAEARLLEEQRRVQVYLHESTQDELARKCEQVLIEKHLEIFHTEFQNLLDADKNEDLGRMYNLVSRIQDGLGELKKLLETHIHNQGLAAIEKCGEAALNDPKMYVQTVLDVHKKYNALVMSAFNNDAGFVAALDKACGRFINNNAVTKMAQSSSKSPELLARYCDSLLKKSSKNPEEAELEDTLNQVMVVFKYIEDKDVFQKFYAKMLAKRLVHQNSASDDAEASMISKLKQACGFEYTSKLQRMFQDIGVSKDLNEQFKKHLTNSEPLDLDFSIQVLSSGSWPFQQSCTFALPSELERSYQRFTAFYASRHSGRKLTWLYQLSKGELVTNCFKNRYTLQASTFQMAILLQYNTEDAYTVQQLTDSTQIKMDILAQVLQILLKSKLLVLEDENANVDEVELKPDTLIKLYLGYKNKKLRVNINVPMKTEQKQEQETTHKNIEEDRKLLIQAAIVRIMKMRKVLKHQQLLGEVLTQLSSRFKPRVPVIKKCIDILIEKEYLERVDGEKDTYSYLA
* marks the source's active call; other numbers are inactive results. Some of the compounds tested; the hit share may differ from the screen's.

SMILES	ROC1-CUL1 inh
CN(C)CCNC(=O)c1ccc(S(=O)(=O)N2CCCCC2)cc1	-6.1
O=S(=O)(c1ccccc1)n1ccc2c(Cl)ccnc21	-1.3
O=C(CSc1ncnc2sc3c(c12)CCCC3)Nc1ccc(F)cc1	-7.8
CC(C)CC(=O)NC(c1cccc([N+](=O)[O-])c1)c1c(O)ccc2ccccc12 (stereo unspecified)	1.9
CCC1C(=O)c2ccccc2N(C)C1=O (stereo unspecified)	4.9
CCOC(=O)c1c(NC(=O)Cc2ccc([N+](=O)[O-])cc2)sc(C)c1-c1ccc(F)cc1	4.3
Cc1cc(C)c(NC(=O)C2CCCN2CCC(C)C)c(C)c1 (stereo unspecified)	7.5
C=CCc1ccccc1OCCSc1nc(-c2ccc(C(C)(C)C)cc2)nc2cc(=O)[nH]n12	-9.7
Cc1nc(NCc2scnc2-c2ccccc2)cc(C2CCNCC2)n1	2.2
Cc1cc2ncn(S(=O)(=O)c3ccccc3[N+](=O)[O-])c2cc1C	3.6
COc1ccc(NC(=O)C2C(C)=Nc3ncnn3C2c2ccc(O)cc2)cc1 (stereo unspecified)	0.4
COc1ccc(N(CC(=O)NC(C)c2ccccc2)S(=O)(=O)c2c(C)nn(C)c2C)cc1 (stereo unspecified)	-8.8
CCN(C(=O)c1cc2cc(Br)cc(OC)c2oc1=O)c1ccccc1	2.3
O=C(NC1CCCCC1)c1ccc2c(c1)N(Cc1ccccc1F)C(=O)c1ccccc1S2	-2.7
O=C(N1CCCCC1)N1CCN(S(=O)(=O)N2CCCCC2)CC1	-1.3

Exported with each value named: part of the list above.
O=S(=O)(c1ccccc1)n1ccc2c(Cl)ccnc21
- ROC1-CUL1 inh: -1.3

O=C(CSc1ncnc2sc3c(c12)CCCC3)Nc1ccc(F)cc1
- ROC1-CUL1 inh: -7.8

CC(C)CC(=O)NC(c1cccc([N+](=O)[O-])c1)c1c(O)ccc2ccccc12 (stereo unspecified)
- ROC1-CUL1 inh: 1.9

Additional records follow:
SMILES	ROC1-CUL1 inh
CCc1ccc(-c2nc3c(cnn3C(C)C(C)C)[nH]2)nc1 (stereo unspecified)	4.3
CS(=O)(=O)c1ncc(CN2CCN(c3ccccn3)CC2)n1CC1CCCO1 (stereo unspecified)	-1.4
Cc1ccc(C(=O)N2CCN(c3ccccc3)CC2)cc1NC(=O)c1nsc2ccccc12	2.3
COc1cccc(-c2cc(C(F)(F)F)n3ncc(C(=O)N4CCCCCC4)c3n2)c1	-1.6
Cc1cc(C)cc(N2CC(c3nnc(NC(=O)c4ccco4)s3)CC2=O)c1 (stereo unspecified)	4.5
COc1cccc(-c2cc(C(=O)N3CCN(c4ccc(F)cc4)CC3)no2)c1	-7.1
Cc1ccc(C(=O)N/N=C/c2cc3c(cc2Br)OCO3)s1	-2.3
Cc1ccccc1NC(=O)CN1C(=O)S/C(=C/c2ccc3c(c2)n(C)c(=O)n3C)C1=O	-4.1
COc1cccc(C(=O)COc2ccccc2-c2ccccc2)c1	6.2
O=C(N/N=C/c1c(O)ccc2ccccc12)C(=O)Nc1cccc(C(F)(F)F)c1	9.6
OC(COc1ccc(F)cc1)CN(Cc1ccccc1)CC(O)COc1ccc(F)cc1 (stereo unspecified)	-1.7
CCc1ccccc1NC(=O)CN1C(=O)CCc2cc(S(=O)(=O)N3CCCCC3)ccc21	2.4
Cc1ccccc1CS(=O)(=O)N1CCc2ccccc21	3.9
CC(=O)c1cccc(NC(=O)c2ccc3c(c2)N(Cc2ccc(C)cc2)CCS3)c1	-3.5
COc1ccc(-c2c3c(nc4sc5c(-n6nc(C)cc6C)nc(C)nc5c24)CCC3)cc1	-13.0

Some of these compounds in order of count of non-hydrogen atoms, ascending.
SMILES	ROC1-CUL1 inh
COc1cccc(C(=O)COc2ccccc2-c2ccccc2)c1	6.2
Cc1cc(C)cc(N2CC(c3nnc(NC(=O)c4ccco4)s3)CC2=O)c1 (stereo unspecified)	4.5
COc1cccc(-c2cc(C(=O)N3CCN(c4ccc(F)cc4)CC3)no2)c1	-7.1
Cc1ccccc1NC(=O)CN1C(=O)S/C(=C/c2ccc3c(c2)n(C)c(=O)n3C)C1=O	-4.1
Cc1ccc(C(=O)N2CCN(c3ccccc3)CC2)cc1NC(=O)c1nsc2ccccc12	2.3

Later entries.
SMILES	ROC1-CUL1 inh
C=CCNc1ncnc2c1sc1nc3c(cc12)COC(C)(C)C3	2.7
O=C1C2C3CCCN3C3(C(=O)c4ccccc4C3=O)C2C(=O)N1c1ccc(F)c(Cl)c1 (stereo unspecified)	-0.1
Cc1ccccc1CN1CCC(CNc2ncnc3onc(-c4ccc(F)cc4)c23)CC1	1.7
CCNC(=O)c1c(NC(=O)C(C)Oc2ccc(F)cc2)sc2c1CCCC2 (stereo unspecified)	-2.7
COc1ccc(Nc2c(-c3cc(Br)ccc3O)nc3ncccn23)cc1OC	6.5
Cc1ccc(OCC(=O)Nc2cccc(OCc3cc(=O)n4cccc(C)c4n3)c2)cc1C	-3.0
CSCC(=O)N1CCCC(CCc2c(F)cccc2F)C1 (stereo unspecified)	-2.7
CCOc1ccc(C(=O)Nc2nc(C)cc(C)n2)cc1	0.1
O=C(c1ccc(F)cc1)n1c(Cc2ccccc2)n[nH]c1=S	4.8
CCOc1ccc(N(CC)C(=O)c2cc3c(s2)-c2ccc(Cl)cc2SC3)cc1	-7.2
O=C(Cc1ccc(F)cc1)Nc1ccc(C(=O)N2CCOCC2)cc1	8.3
CCC(CC)C(=O)Nc1ccccc1F	-0.4
COC(=O)C1C(=O)CC(C)(O)C(C(=O)OC)C1c1ccc(O)c(OC)c1 (stereo unspecified)	1.9
Cc1cc(C)c(C(=O)NC2CCCN(C3CCCCCC3)C2)o1 (stereo unspecified)	8.0
O=C(Oc1ccccc1)c1nn(-c2ccccc2)c(-c2ccccc2)c1C(=O)c1ccccc1	1.0
Cc1noc(COc2ccccc2OCc2onc(C)c2Cl)c1Cl	-8.9
CCN(CC)CCOC(=O)CCc1cccc2ccccc12	-5.7
CC1(C)CC(=O)C2=C(C1)OC(=N)C(C#N)C21C(=O)Nc2ccc(Br)cc21 (stereo unspecified)	5.9
Cn1c(=O)cc(SCC(=O)N2CCN(c3ccc(F)cc3)CC2)c2ccc(Cl)cc21	5.3
CCOC(=O)c1ccc(N2C(=O)c3[nH]nc(-c4ccc(C)cc4)c3C2c2cccs2)cc1 (stereo unspecified)	-3.6
Clc1ccc(-c2noc(-c3cccnc3NCc3ccco3)n2)cc1	-2.0
Cc1ccccc1C(=O)Nc1cccc(NC(=O)c2ccc(C(C)(C)C)cc2)c1	-2.7
CCc1ccc(N2C(=O)CSC23C(=O)N(Cc2cccc(OC)c2)c2ccccc23)cc1 (stereo unspecified)	-8.8
COc1ccc(C2CC(=O)Nc3cc(OC)cc(OC)c32)cc1 (stereo unspecified)	3.0
CCCC1=NN2C(=N)/C(=C/c3ccc(OS(=O)(=O)c4ccccc4)cc3)C(=O)N=C2S1	10.8
Cc1oc(-c2ccoc2)nc1CN1CCCC(C(=O)CC(C)C)C1 (stereo unspecified)	0.9
COc1ccccc1NC(=O)CSc1nnc2c(n1)[nH]c1ccccc12	10.7
COC(=O)c1ccccc1OC(=O)c1ccc(C(C)(C)C)cc1	7.9
CCN(CC)C(=O)C1CCCN(Cc2nc(-c3ccccc3)no2)C1 (stereo unspecified)	7.3
Cc1ccc(NCc2cccn2-c2nnc(N3CCC(C(=O)NCc4ccccc4C)CC3)s2)cc1	-3.2
Cc1c(CC(=O)N2CCCCC2)c(=O)oc2c(C)c3occ(C(C)(C)C)c3cc12	-1.2
C1=CCC(CN2CCCC(c3ccnc(SCCN4CCCC4)n3)C2)CC1 (stereo unspecified)	1.7
CCCCCCCCCN=C(C)C1N=C(c2ccc(Cl)cc2)OC1=O (stereo unspecified)	8.2
O=C1c2ccccc2SC1C=Nc1cccc(Br)c1 (stereo unspecified)	-4.2
O=C(/C=C/c1ccccc1)Nc1c2c(nc3c1CCC3)CCC2	0.0
Cc1[nH]nc2c1C1(CC(C)N(C)C[C@H]1C)C(C#N)C(=N)O2 (stereo partly specified)	1.8
COCc1ccc(C(=O)Nc2ccc(-c3nc(CNC(=O)c4c(F)cccc4F)c(C)o3)cc2)o1	5.7
O=C(OCC1CCCO1)c1ccc2c(c1)N(Cc1ccc(F)cc1)C(=O)c1ccccc1S2(=O)=O (stereo unspecified)	3.3
Fc1ccc(-c2csc(-c3nc(-c4ccc(Br)s4)cs3)n2)cc1	2.7
COc1ccc(Nc2ncnc3c2nc2n3CCCCC2)cc1	4.4
Cc1ccccc1C(c1ccccc1)C1NCCc2cc(O)c(O)cc21 (stereo unspecified)	-3.8
O=C1Oc2cc(O)ccc2CC1=NC(=O)c1ccccc1	3.6
O=C(NC(NC(=S)N1CCOCC1)C(Cl)(Cl)Cl)c1cccc2ccccc12 (stereo unspecified)	-5.5
O=C(NCc1ccc2c(c1)OCO2)c1cc(COc2c(F)cccc2F)on1	4.1
Cc1ccccc1CNC(=O)c1oc2c(c1C)-c1nn(Cc3ccc(Cl)cc3)cc1CC2	-1.5
COc1cc2c(cc1OC)C(c1ccc(F)cc1)N(c1ccccc1)C(=O)C2 (stereo unspecified)	4.9
COc1ccc(C)cc1NC(=O)CCc1c(C)nn(-c2ccc(N3CCCCC3)nn2)c1C	-15.2
COC(=O)c1cc(-c2ccc(C)cc2)c2c(=O)n(C)c(=O)n(C)c2n1	-3.1
O=C(Nc1nc2c(Cl)cccc2s1)c1ccc(S(=O)(=O)N2CCc3ccccc32)cc1	-13.5
CCN(CCCNC(=O)CSc1cc(=O)n(CC)c2ccccc12)c1cccc(C)c1	2.9
Cc1cccc(-n2nnc3ccccc32)n1	8.8
COc1ccc(NC(=O)Nc2ccc3c(c2)nnn3C)cc1	1.5
CC(C)c1ccc(CNc2n[nH]c(-c3ccco3)n2)cc1	-7.3
Cc1ccc2[nH]c3c(c2c1)CCCC3NCCOc1ccc(F)cc1 (stereo unspecified)	0.5
CSc1ccc(OC2=N/C(=C\c3ccccc3)C(=O)N2c2ccc(C)cc2)cc1	0.4
O=C(NC1CCCC1)N1CCN(c2ccc(F)cc2)CC1	-0.4
O=C1CCC(=O)N1c1cccc(Cl)c1	7.9
Cc1ccc(SCC(=O)Nc2nnc(-c3cccs3)s2)cc1	9.6
CCCc1cc(-c2[nH]ncc2-c2ccc3c(c2)OCCCO3)c(O)cc1O	-3.3
N#Cc1c(NC(=S)NC(NC(=O)c2ccccc2[N+](=O)[O-])C(Cl)(Cl)Cl)sc2c1CCCC2 (stereo unspecified)	5.7
(cont.)
SMILES	ROC1-CUL1 inh
Fc1cccc(NC2CCCN(Cc3cccnc3)C2)c1 (stereo unspecified)	-7.1
CCn1cc(C(=O)OCC(=O)Nc2cc(Cl)ccc2OC)c(=O)c2ccc(C)nc21	-5.4
COc1cc(C2CC(=O)Nc3cc4c(cc32)OCO4)ccc1O (stereo unspecified)	-2.1
Cc1c2c(cc3c1OC1(CCCCC1)O3)OC1(CCCCC1)O2	1.7
Cc1cc(/C=C2/SC(=O)N(CC(=O)Nc3ccccc3F)C2=O)c(C)n1C	4.7
CC(=O)N1CCCc2cc(S(=O)(=O)N3CCCC(C(=O)Nc4cccc(Cl)c4C)C3)ccc21 (stereo unspecified)	8.2
COCCNC(=O)c1ccc(OC)cc1OC1CCN(Cc2nc3ccccc3[nH]2)CC1	-1.0
O=C(COc1ccc(Cl)cc1)Nc1ccc(C2(c3ccc(NC(=O)COc4ccc(Cl)cc4)cc3)c3ccccc3-c3ccccc32)cc1	1.4
CCc1cccc(C)c1NC(=O)CCS(=O)(=O)c1ccc2c(c1)oc(=O)n2C	-3.2
CCCc1[nH]n(-c2ccccc2)c(=O)c1Sc1nc(-c2ccc(Cl)cc2)cs1	-0.9
CCC(CO)NC(=O)c1ccccc1F (stereo unspecified)	-0.6
Cc1ccc(OCCCCCN2CCNCC2)cc1	0.3
CC(=O)Nc1ccc(C(=O)c2sc3nc4cc(F)c(F)cc4n3c2C)cc1	20.1
CCn1cc(CN2CCC(C3(C)NC(=O)N(Cc4cccc(OC)c4OC)C3=O)CC2)c(C)n1 (stereo unspecified)	5.4
COc1ccc(C(C)=NNC(=O)CSc2nnc(Cn3nnc4ccccc43)n2-c2ccc(Cl)cc2Cl)c(OC)c1	1.9
CC12CCC(/C(=N\NC(=O)c3ccccc3)C1=O)C2(C)C (stereo unspecified)	1.1
COc1ccc(S(=O)(=O)NCc2ccc3c(c2)CCN3C(=O)c2ccccc2)cc1OC	4.7
N#CC1C(=N)SC(=N)C(C#N)C1c1cc2c(cc1Cl)OCO2 (stereo unspecified)	-0.2
Cc1cc(C)cc(NC(=O)CN2CC(C)OC(C)C2)c1 (stereo unspecified)	2.9
Cc1ccc(F)c(NC(=O)c2c(C)noc2C)c1	-4.1
COc1ccc(NC(=O)c2cccc(C(=O)Nc3ccc(OC)cc3[N+](=O)[O-])c2)c([N+](=O)[O-])c1	-4.8
CCc1ccc2c(Cl)c(C(=O)O)sc2c1	-8.9
COc1ccc(NC(=O)C2C(C)=Nc3nc(-c4ccccc4)nn3C2c2ccncc2)cc1 (stereo unspecified)	5.4
Nc1c(C(=O)Nc2ccc(Cl)cc2)sc2nc(-c3ccc(F)cc3)ccc12	-3.2
C=CCOc1ccc(-c2cc(C(F)(F)F)c(C#N)c(SCC)n2)cc1	9.7
CCOc1c(Cl)cc(/C=C2\SC(=Nc3cccc(C(=O)O)c3)N(C)C2=O)cc1Cl	-3.7
CCC(C)C(=O)C(=O)NCc1nc(-c2ccc(NC(=O)c3ccc(COC)o3)cc2)oc1C (stereo unspecified)	5.7
Cc1ccccc1OCC(=O)N1CCCc2ccccc21	-7.1
CC(OCCN1CCCC1)(c1ccc(F)cc1)c1ccc(F)cc1	-2.3
O=C(c1ccc2c(c1)OCO2)N1CCCC(c2nc(-c3cccnc3)ncc2-c2ccccc2F)C1 (stereo unspecified)	3.8
CCc1cccc(NC(=O)CCSCCC(=O)Nc2cccc(CC)c2)c1	7.1
CCCCNC(=O)c1nn(-c2ccc(C)cc2)c(=O)n(C)c1=O	-5.8

Bioassay records (PubChem BioAssay)
